TRPC4 agonist: activators of mouse TRPC4 channel, primary screen, Fluo4 calcium, HEK293 TRPC4beta/mu-opioid cells; Short transient receptor potential channel 4 (Mus musculus), Q9QUQ5; Fluo4 calcium fluorescence; hits give high values; B-score at 10 µM; 310,000 compounds, 0.49% hits;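 active = B-score above 5 SD of library B-scores, and initial fluorescence ratio not above library mean plus 5 SD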;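 also: positive B-score marks a calcium rise read as TRPC4 activation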
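Assay system: HEK293 stable line with TRPC4beta plus mu-opioid receptor; schedule: 45 min room-temperature Fluo4 loading, 110 s read; technique: kinetic Fluo4 calcium fluorescence; evaluation: integrated baseline-normalised fluorescence ratio, converted to per-well B score; controls: buffer (low) and maximal DAMGO (high)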
DYRK1A inh: rat Dyrk1A kinase inhibitors, primary screen, biochemical, single point, plate reader; Dual specificity tyrosine-phosphorylation-regulated kinase 1A (Rattus norvegicus), Q63470; ADP-Glo luminescence, NFATc1 peptide; inhibition, % at 12.5 µM; 310,000 compounds, 0.43% hits; AID 504441, 2011; in the data active = inhibition above about 50%;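 also: plate controls were vehicle with enzyme for no effect and no enzyme for full effect; many of its hits are not listed in these tables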
KCNK9 block: KCNK9 potassium channel inhibitors, primary screen, HEK293 cells, thallium flux; AID 488922, 2010; Potassium channel subfamily K member 9 (Homo sapiens), Q9NPC2; FluxOR thallium flux fluorescence; hits give low values; 310,000 compounds, 1.2% hits; B-score at 10 µM;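 active = ratio B-score over 3 SD below the library mean, with starting fluorescence within 5 SD of its mean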;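 also: negative B-score means less thallium flux so channel inhibition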
hERG protect: hERG rescue from dofetilide block, primary screen, cell-based, CHO-hERG, FluxOR thallium flux, dofetilide IC70; activation (rescue from dofetilide block), less the hit threshold, % at 10 µM; 310,000 compounds, 0.51% hits; AID 1511, 2009; dofetilide IC70 present; Voltage-gated inwardly rectifying potassium channel KCNH2 (Homo sapiens), Q12809;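 active = activation above the mean of controls blocked by dofetilide plus 5 SD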;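 also: thallium influx through hERG after potassium depolarization seen as dye fluorescence rise; in these data hits start at about 4.7%; inactives centre near -7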
Target sequence (Q12809 whole entry, looked up): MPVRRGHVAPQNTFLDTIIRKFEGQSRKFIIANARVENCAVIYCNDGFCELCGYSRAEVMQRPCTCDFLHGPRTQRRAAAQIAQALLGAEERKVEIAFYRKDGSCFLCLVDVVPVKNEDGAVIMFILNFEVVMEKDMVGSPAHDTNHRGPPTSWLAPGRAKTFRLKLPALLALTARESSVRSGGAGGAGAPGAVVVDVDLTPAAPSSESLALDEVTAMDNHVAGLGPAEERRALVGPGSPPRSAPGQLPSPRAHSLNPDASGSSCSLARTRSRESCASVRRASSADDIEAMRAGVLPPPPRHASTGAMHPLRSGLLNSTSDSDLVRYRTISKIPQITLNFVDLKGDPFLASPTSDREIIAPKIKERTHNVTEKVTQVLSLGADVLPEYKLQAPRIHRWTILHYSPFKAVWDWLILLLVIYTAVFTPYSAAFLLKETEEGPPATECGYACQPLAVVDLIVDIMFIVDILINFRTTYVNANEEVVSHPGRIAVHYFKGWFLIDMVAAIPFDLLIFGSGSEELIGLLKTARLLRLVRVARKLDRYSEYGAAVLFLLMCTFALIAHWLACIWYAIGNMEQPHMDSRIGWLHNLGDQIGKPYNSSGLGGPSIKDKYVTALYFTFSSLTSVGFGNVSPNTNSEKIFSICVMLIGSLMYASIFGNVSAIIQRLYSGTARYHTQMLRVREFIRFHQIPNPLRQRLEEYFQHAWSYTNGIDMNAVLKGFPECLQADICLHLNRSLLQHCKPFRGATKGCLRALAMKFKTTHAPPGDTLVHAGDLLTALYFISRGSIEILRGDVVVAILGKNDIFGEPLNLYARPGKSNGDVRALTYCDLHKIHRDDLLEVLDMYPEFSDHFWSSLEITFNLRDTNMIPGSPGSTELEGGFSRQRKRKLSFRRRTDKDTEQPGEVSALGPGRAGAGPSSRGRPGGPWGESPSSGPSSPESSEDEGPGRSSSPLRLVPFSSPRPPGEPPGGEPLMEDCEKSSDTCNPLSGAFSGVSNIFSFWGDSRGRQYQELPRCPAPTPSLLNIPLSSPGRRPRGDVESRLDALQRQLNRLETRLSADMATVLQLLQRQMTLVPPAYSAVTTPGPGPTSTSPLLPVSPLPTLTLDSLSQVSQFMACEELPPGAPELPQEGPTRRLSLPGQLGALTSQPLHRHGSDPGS
KCNQ1 act: potentiators or activators of KCNQ1 channel, primary screen, cell-based, thallium flux, high-throughput. Potassium voltage-gated channel subfamily KQT member 1 (Homo sapiens), P51787. CHO-K1 KCNQ1, thallium flux FluxOR fluorescence; hits give high values. B-score at 10 µM. 310,000 compounds, 0.35% hits. AID 2648, 2010;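 active = fluorescence ratio B-score, a plate-corrected score, at least three library SD, with initial intensity B-score within 5 SD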
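System: Stable KCNQ1 CHO-K1 line | Incubation: 90 min dye loading and 20 min compound exposure, both at room temperature | Measure: Ratio B score | Medium: Assay buffer for compound exposure, DMSO matched across wells | Compound dosing: Single-concentration screen | Probe or stimulus: K+/Tl+ depolarizing stimulus | Measured by: Kinetic FluxOR fluorescence, 10 s baseline plus 110 s post-stimulus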
Platelet DG rel: inhibitors of platelet dense granule secretion, primary screen, cell-based, MLPCN, human platelets. human platelet-rich plasma, SFLLRN dense granule ATP release, luminescence. inhibition, %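 (compounds screened at 7.5 µM in platelet-rich plasma)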. 300,000 compounds, 0.22% hits. AID 1663, 2009;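 active = mean replicate score, as percent of positive control, at or above 50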
KCNK3 block: human KCNK3 channel inhibitors, primary screen, CHO cells, FluxOR thallium flux, B-score. 340,000 compounds, 0.84% hits. FluxOR fluorescence; hits give low values. Potassium channel subfamily K member 3 (Homo sapiens), O14649. B-score at 10 µM;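 active = B-score under library mean minus 4 SD, starting fluorescence ratio at most library mean plus 5 SD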;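 also: more negative B-score means stronger inhibition of thallium flux through KCNK3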
PolyA inh: polyadenylation inhibitors in yeast reporter cells, primary screen, luminescence, S. cerevisiae; S. cerevisiae SKY197-pL101 polyadenylation reporter, beta-gal luminescence; efflux-impaired pdr1/pdr3 knockout yeast; score 100 = 6 SD above DMSO; calls only at 12 µM; 300,000 compounds, 0.02% hits; AID 1875, 2009;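 active = lowest replicate activity score at least 50, where 100 means six control SD above control mean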;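 also: yeast exposed to compound for 9 h at 30 °C; higher score means more reporter readthrough which indicates perturbed polyadenylation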
KCNQ1 block: inhibitors of human KCNQ1 channel, primary screen, cell-based, thallium flux, high-throughput | AID 2642, 2010 | Potassium voltage-gated channel subfamily KQT member 1 (Homo sapiens), P51787 | 310,000 compounds, 1.3% hits | B-score at 10 µM | CHO-K1 KCNQ1, FluxOR thallium flux fluorescence; hits give high values;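 active = compounds whose thallium flux B-score, printed positive for inhibition, exceeds three library SD while starting fluorescence stays within three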;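 also: channel opened by potassium depolarization with thallium stimulus after 20 min compound exposure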
TRPC4 PAM: positive allosteric modulators of TRPC4, primary screen, cell-based, mouse TRPC4beta, HEK293 mu-opioid, Fluo-4 calcium | Short transient receptor potential channel 4 (Mus musculus), Q9QUQ5 | DAMGO EC20, Fluo-4 Ca2+ flux; hits give high values | B-score at 10 µM | 310,000 compounds, 0.42% hits;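 active = B-score of calcium response area above 5 SD of library B-scores, with initial fluorescence ratio within 5 SD of library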;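 also: B-score of integrated fluorescence ratio over time as area under calcium response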
TRPC4 inh: inhibitors of mouse TRPC4 channel, primary screen, Fluo4 calcium, HEK293 TRPC4beta/mu-opioid cells; Short transient receptor potential channel 4 (Mus musculus), Q9QUQ5; DAMGO-evoked Fluo4 calcium flux; hits give low values; B-score at 10 µM; 300,000 compounds, 0.39% hits;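 active = B-score over 3 SD under the library average, no early fluorescence shift, positive overall ratio signal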
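Material: HEK293 cells with stable TRPC4beta plus mu-opioid receptor expression / Probe or stimulus: DAMGO in two steps, submaximal then maximal / Compound: single concentration per test compound / Technique: kinetic Fluo4 fluorescence imaging of calcium influx / Read-out: per-well B score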
Active calls of the source: *; i = inactive; · = no result given.

SMILES	TRPC4 agonist	DYRK1A inh	KCNK9 block	hERG protect	KCNQ1 act	Platelet DG rel	KCNK3 block	PolyA inh	KCNQ1 block	TRPC4 PAM	TRPC4 inh
NC(=NC(=O)c1cccc(C(F)(F)F)c1)c1ccc(C(F)(F)F)cn1	i	·	-7*	-10	i	1	i	i	i	i	i
O=c1[nH]c(CN2CCN(C/C=C/c3ccccc3)CC2)nc2cc(Cl)ccc12	i	2	i	-20	i	-1	i	i	i	i	i
COc1cc(CNC2CCCCCCC2)cc(Br)c1OCC#N	i	2	i	-5	i	-1	i	i	i	i	i
O=C(CCCN1C(=O)/C(=C\c2ccccc2)SC1=S)Nc1ccccc1O	i	0	i	-9	i	7	i	i	i	i	i
O=[N+]([O-])c1ccc(OCn2cncn2)cc1	i	·	i	-10	i	-2	i	i	i	i	i
CC(C)(C)c1ccc(C2(C)NC(=O)N(CC(=O)Nc3ccc4c(c3)OCO4)C2=O)cc1 (configuration not stated)	i	3	i	-7	i	-5	i	i	i	i	i
CC(C)(C)c1ccc(C(=O)Nc2ccc(C(=O)N3CCCC3)cc2)cc1	i	6	i	-18	i	-24	i	i	i	i	i
Cc1ccc(NC(=O)CSc2nnc(-c3ccc(S(=O)(=O)N4CCOCC4)cc3)n2C)cc1	i	-6	i	-4	i	6	i	i	i	i	i
COc1ccc2nc(NC(=O)CSC3=NCCS3)sc2c1	i	4	i	-3	i	0	i	i	i	i	i
COc1ccc(OC)c(NC(=O)C(=O)/C=C(\O)c2cc(OC)ccc2OC)c1	i	-1	i	-13	i	-2	i	i	i	i	i
NC(=O)NC(=O)COC(=O)/C=C/c1cccs1	i	4	i	-12	i	2	i	i	i	i	i
CN(C)CC/C=C1/c2cc(F)ccc2Sc2ccc(Cl)cc21	i	17	i	-7	i	5	i	i	i	i	i
Cc1ccc(C)c2[nH]c(=O)c(CCNC(=O)c3cccs3)cc12	i	2	i	-8	i	-9	i	i	i	i	i
Nc1cc(=O)[nH]c(SCCSc2ccc(F)cc2)n1	i	-1	i	-3	i	10	i	i	i	i	i
O=S(=O)(c1ccccc1)n1nc(-c2ccccc2)nc1NCc1ccco1	i	-2	i	-13	i	17	i	i	i	i	i
COc1ccc(CCn2ccc(O)c(Cc3ccc(Cl)cc3Cl)c2=O)cc1OC	i	4	i	0	i	0	i	i	i	i	i
COc1ccc(CC(=O)NNC(=O)c2ccco2)cc1OC	i	0	i	-10	i	0	i	i	i	i	i
CC(C)Oc1ccc(C(CC(=O)O)c2ccc(F)cc2)cc1 (configuration not stated)	i	2	i	-10	i	5	i	i	i	i	i
O=C1[C@@H]2C(c3cccnc3)=NO[C@@H]2C(=O)N1c1ccc(Br)cc1	i	7	i	-6	i	-4	i	i	i	i	i
CN(C)/C=N/NC(=O)c1ccccc1	i	3	i	-6	i	1	i	i	i	i	i
CCOc1ccc(/C=N/NC(=O)C(C)N(c2ccc(OC)cc2)S(C)(=O)=O)cc1 (configuration not stated)	i	·	i	-3	i	5	i	i	i	i	i
CCCc1ccc(C(=O)Cn2nc(C(=O)O)c3ccccc3c2=O)cc1	i	·	i	-2	i	-4	i	i	i	i	i
O=c1cc(-c2ccc(Cl)cc2)[nH]c2ccccc12	i	·	i	-5	i	-2	·	i	i	i	i
Cc1cccc(Oc2nc(-c3ccccn3)nc3ccccc23)c1	i	17	i	-16	i	-6	i	i	i	i	i
N#Cc1c(SCC(=O)Nc2ccc(Cl)cc2Cl)sc2c(O)cc(=O)[nH]c12	i	-9	i	-10	i	22	i	i	i	i	i
SMILES	TRPC4 agonist	DYRK1A inh	KCNK9 block	hERG protect	KCNQ1 act	Platelet DG rel	KCNK3 block	PolyA inh	KCNQ1 block	TRPC4 PAM	TRPC4 inh
CCn1c(NC(=O)c2ccccc2)c(-c2cccs2)c(=O)c2ccccc21	i	66*	i	-7	i	9	i	i	i	i	i
O=c1c2ccccc2nc(-c2ccccc2)n1/N=C/c1ccc([N+](=O)[O-])cc1	i	-2	i	-2	i	2	i	i	i	i	i
O=C(CSc1nnc(-c2ccc(O)cc2)n1Cc1ccccc1)NNC(=O)c1ccc(Br)cc1	i	-1	i	-10	i	-1	i	i	i	i	i
COc1ccc(CNC(=O)OCCN2CCN(Cc3ccccc3)CCC2=O)cc1	i	4	i	-5	i	1	i	i	i	i	i
COc1ccc(N2C(=O)C3CCCN3C2c2ccc(C)o2)cc1 (configuration not stated)	i	-8	i	-8	i	9	i	i	i	i	i
CC1CN(c2nc(-c3ccccc3)nnc2-c2ccccc2)CC(C)O1 (configuration not stated)	i	2	i	-8	i	0	i	i	i	i	i
CCOc1ccc(C(=O)Nc2ccccc2C(=O)O)cc1	i	2	i	7.5*	i	2	i	i	i	i	i
COCCNC(=O)CS(=O)Cc1nc(-c2ccccc2C)oc1C (configuration not stated)	i	-3	i	-2	i	-1	i	i	i	i	i
NC(=O)N1OCC2COc3ccc4ccccc4c3C21 (configuration not stated)	i	22	i	-9	i	-4	i	i	i	i	i
Cc1ccc(Nc2nc(-c3cccnc3)cs2)cc1Cl	i	4	i	-14	i	10	i	i	i	i	i
COC(=O)C(Cc1ccccc1)NC(=O)CCNC(=O)c1ccc(Br)cc1 (configuration not stated)	i	-5	i	-5	i	-8	i	i	i	i	i
COc1ccc(NS(=O)(=O)c2ccc(C)c(C(=O)N3CC(C)OC(C)C3)c2)cc1 (configuration not stated)	i	2	i	-10	i	-14	i	i	i	i	i
Cc1ccc(N(CCC#N)C(=O)COC(=O)c2ccccc2SCC(=O)N2CCCC2)cc1	i	-3	i	-8	i	-25	i	i	i	i	i
O=C(Cn1cncn1)N1CCN(c2ccc(F)cc2)CC1	i	-3	i	-12	i	10	i	i	i	i	i
O=C(CCN1CCCCC1)c1ccc2c(c1)OCCO2	i	·	i	1	i	1	i	i	i	i	i
COC(=O)c1ccc(CSc2ccc3nnc(-c4ccccn4)n3n2)o1	i	-1	i	-9	i	-36	i	i	i	i	i
CC(C)C[C@H](NC(=O)C1CC(=O)N(c2ccc3c(c2)OCO3)C1)C(=O)NC1CCCC1 (some centres not stated)	i	·	i	-9	i	-4	i	i	i	i	i
O=C(CCCNC(=O)c1ccc(Cl)cc1)Nc1ccc(Br)cc1	i	2	i	-9	i	23	i	i	i	i	i
Nc1[nH]c(=O)[nH]c(=O)c1N=Nc1ccc(C(=O)O)cc1	i	22	i	-4	i	-6	i	i	i	i	i
Cc1c(Br)c([N+](=O)[O-])nn1C(C)C(=O)Nc1c(C)n(C)n(-c2ccccc2)c1=O (configuration not stated)	i	-6	i	-10	i	11	i	i	i	i	i
NC(=S)N/N=C1\CC(c2ccc3c(c2)OCCCO3)Oc2ccc(F)cc21 (configuration not stated)	i	1	i	-6	i	-18	i	i	i	i	i
O=C(Nc1ccccc1)Nc1ccc(Nc2ccccc2)cc1	i	·	i	-7	i	5	i	i	i	i	i
CN(C)CCNc1nc2sc3c(c2c(=O)n1-c1ccccc1)CCCCC3	i	·	i	-6	i	-29	i	i	i	i	i
O=C(NC1CC2CCC(C1)N2Cc1nnnn1Cc1ccco1)NC12CC3CC(CC(C3)C1)C2 (configuration not stated)	i	0	i	-17	i	1	i	i	i	i	i
NNC(=O)COc1ncn(-c2ccccc2)n1	i	7	i	-4	i	8	i	i	i	i	i
SMILES	TRPC4 agonist	DYRK1A inh	KCNK9 block	hERG protect	KCNQ1 act	Platelet DG rel	KCNK3 block	PolyA inh	KCNQ1 block	TRPC4 PAM	TRPC4 inh
Fc1ccc2[nH]c3c(N4CCSCC4)ncnc3c2c1	i	5	i	-24	i	-5	i	i	8*	i	i
COc1ccc(NC(=O)COC(=O)[C@@H]2CCCN2C(=O)c2cccs2)c(OC)c1	i	-7	i	-7	i	13	i	i	i	i	i
O=C(OCCNC(=O)c1cc2ccccc2oc1=O)c1cccnc1	i	-2	i	-3	i	-1	i	i	i	i	i
CCCOc1ccc(N2C(=O)CC(N3CCN(S(=O)(=O)c4ccccc4)CC3)C2=O)cc1 (configuration not stated)	i	0	i	-6	i	0	i	i	i	i	i
Cn1c(=O)c2c(ncn2CC(COCc2ccccc2)OCc2ccccc2)n(C)c1=O (configuration not stated)	i	-13	i	-3	i	6	i	i	i	i	i
O=C(Nc1nnc(-c2ccc(Cl)cc2)o1)c1ccccc1Br	i	10	i	0	8*	3	i	·	i	i	i
O=C(Cc1cccs1)NCc1cccnc1	i	-7	i	-1	i	0	i	i	i	i	i
CCOC(=O)c1cc(-c2cc(OC)c(OC)c(OC)c2)nc2c1c(=O)[nH]c(=O)n2Cc1ccccc1	i	-8	i	-21	i	0	i	i	i	i	i
COCCn1c(C)cc(C(=O)CSc2nc3ccccc3s2)c1C	i	-5	i	-16	i	5	i	·	i	i	i
COc1ccc(C(=O)Nc2ccc(Cl)cc2C(=O)NCCO)cc1	i	-7	i	4	i	9	i	i	i	i	i
Cc1ccc(NC(=S)/N=C(\N)Nc2nc(C)c3cc(C)ccc3n2)c(C)c1	i	-2	i	-8	i	0	i	i	i	i	i
CCn1c(SCC(=O)c2ccc(C)cc2)nnc1-c1ccncc1	i	-8	i	-10	i	0	i	i	i	i	i
Cc1ccc(-c2nc(CN(Cc3cnn(C)c3)C(C)C)c(C)o2)o1	i	-2	i	-13	i	-5	i	i	i	i	i
CC(=O)Nc1cccc(-c2nnc(SCC(=O)N3CCCCC3)n2C)c1	i	-4	i	-6	i	0	i	i	i	i	i

This is a subset, so the mix of outcomes need not match the whole.
